High-throughput results as filed in PubChem.
IMP-1 inh = IMP-1 metallo-beta-lactamase inhibitors, primary screen, biochemical, epi-absorbance readout, Pseudomonas aeruginosa enzyme. metallo-beta-lactamase IMP-1 (Pseudomonas aeruginosa). AID 1556, 2009. inhibition, % at 5.6 µM. actives 0.45% (n = 290,000). purified IMP-1, nitrocefin hydrolysis, epi-absorbance fluorescence;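 active = inhibition above the mean plus 3 SD of all compounds in the same screening run, cut at about 4.5% in these data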;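 also: 0% = IMP-1 with DMSO and 100% = DMSO wells lacking enzyme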
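System: Purified IMP-1 | Read-out basis: Percent enzyme inhibition | Controls: IMP-1 with DMSO as 0%, enzyme-free DMSO as 100% | Replicates: One well per compound | Doses: 5.6 µM nominal single concentration | Detection: Epi-absorbance fluorescence, 480 nm excitation, 530 nm emission | Incubation: 25 °C, 15 min preincubation, 25 min reaction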
pCIP destab = p/CIP-EGFP fusion destabilizers, primary screen, fluorescence, F442A cells | 16 h | AID 1984, 2009 | actives 0.01% (n = 290,000) | Q05BA5 | decrease of EGFP signal, % at 10 µM;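 active = EGFP signal decrease of at least 30% at 10 µM or well 3 SD below plate mean, unless failing retest; inactive = the rest, including hits failing retest or dose response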; also: some compounds called inactive have numbers as strong as hits; many of its hits are not listed in these tables
PfM18AAP inh = PfM18AAP inhibitors, malaria aminopeptidase, primary screen, biochemical, QFRET, recombinant enzyme. M18 aspartyl aminopeptidase (Plasmodium falciparum 3D7). H-Glu-NHMec fluorogenic cleavage. inhibition, % at 7.35 µM. actives 1.2% (n = 290,000);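 active = inhibition above the campaign mean inhibition over all tested compounds plus 3 SD, cut at about 28% in these data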;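 also: 0% = plate median of test compound wells and 100% = 2 mM ZnCl2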
GPR7 antagonist = GPR7 receptor antagonists, primary screen, cell-based, fluorescence, single concentration. GPR7-expressing cells, fluorescence antagonist assay. inhibition, % at 4.4 µM. actives 1.1% (n = 290,000); in the data active = inhibition above about 16%, passing the limit was not always enough;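 also: cells stimulated with the agonist NPW; 0% = agonist with vehicle and 100% = vehicle without agonist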
IDE act = human IDE activators in live cells, primary screen, fluorescence polarization, HEK cells, FAbeta-B substrate | activation, % at 5.96 µM | actives 0.073% (n = 340,000) | AID 493087, 2011 | Insulin-degrading enzyme (Homo sapiens), P14735 | FAbeta-B cleavage; 0% vehicle, 100% cell-free pure enzyme wells;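 active = activation above the mean of all tested compounds plus 3 SD, set per screening campaign, cut at about 17% in these data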
PHOSPHO1 block = PubChem AID 1565; Phosphoethanolamine/phosphocholine phosphatase (Homo sapiens), Q8TCT1; recombinant PHOSPHO1, absorbance phosphatase assay; inhibition, % at 13.3 µM; actives 1.1% (n = 290,000); in the data active = inhibition above about 60%
IDE inh = human IDE inhibitors in live cells, primary screen, fluorescence polarization, HEK cells, FAbetaB substrate | Insulin-degrading enzyme (Homo sapiens), P14735 | FAbetaB cleavage | inhibition, % at 5.59 µM | actives 0.41% (n = 320,000);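 active = percent inhibition above the average of all tested compounds plus 3 SD, set per screening campaign, cut at about 16% in these data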;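 also: IDE supplied by intact live HEK cells; FP after avidin binding of uncleaved biotin substrate so inhibition keeps polarization high; 0% = DMSO wells and 100% = 60 µM reference IDE inhibitor Ii1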
VIM-2 inhibitor = VIM-2 metallo-beta-lactamase inhibitors, primary screen, biochemical, epi-absorbance readout, Pseudomonas aeruginosa enzyme; purified VIM-2, nitrocefin hydrolysis, epi-absorbance fluorescence; inhibition, % at 5.6 µM; actives 0.89% (n = 290,000); AID 1527, 2009;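 active = inhibition above the mean of all tested compounds plus 3 SD, cutoff set per screening run, cut at about 7.5% in these data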;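 also: red hydrolysis product quenches plate fluorescence so inhibitors raise well fluorescence; 0% = enzyme with DMSO and 100% = DMSO without enzyme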
NALP1 inh = NALP1 inflammasome inhibitors in reconstituted yeast, colorimetric, S. cerevisiae, triplicate retest; S. cerevisiae NALP1/ASC/caspase-1 growth, X-gal OD620, 72 h; inhibition, % at 10 µM; actives 0.61% (n = 280,000); AID 2071, 2009; in the data active = inhibition mostly above about 24%, no sharp cut-off; inactive = mostly below about 32%; also: some compounds called inactive have numbers as strong as hits
* hit, by the source's call.

Screening CC1=NN(c2ccccc2)C(=O)/C1=C/c1ccc[nH]1 returned IMP-1 inh -1.3, pCIP destab -10, PfM18AAP inh -4, GPR7 antagonist -4, IDE act 1, PHOSPHO1 block 10, IDE inh 2, VIM-2 inhibitor -1.2 and NALP1 inh 24.
CCc1nnc(NS(=O)(=O)c2ccc(NC(=O)c3ccccc3C)cc2)s1 was read as IMP-1 inh -4.6, pCIP destab -15, PfM18AAP inh -8, GPR7 antagonist -18, IDE act 6, PHOSPHO1 block -24, IDE inh 2, VIM-2 inhibitor -3.8 and NALP1 inh 16.
`COc1ccc(Cl)cc1NC(=O)N1CCN(CCc2ccccc2)CC1` gave IMP-1 inh -1.8, pCIP destab -19, PfM18AAP inh -8, GPR7 antagonist -7, IDE act -2, PHOSPHO1 block 18, IDE inh -3, VIM-2 inhibitor -0.6 and NALP1 inh 19.
Screening O=C(O)CCc1ccc(-c2ccc(F)cc2)n1CCC(=O)O returned IMP-1 inh -3.7, pCIP destab -6, PfM18AAP inh -22, GPR7 antagonist -6, IDE act 6, PHOSPHO1 block -6, IDE inh 0, VIM-2 inhibitor -3.9 and NALP1 inh 24.
O=C(Nc1cc(C(=O)N2CCCC2)ccc1N1CCCC1)c1ccccc1F was read as IMP-1 inh -1.8, pCIP destab -8, PfM18AAP inh 4, GPR7 antagonist -4, IDE act 3, PHOSPHO1 block -14, IDE inh 0, VIM-2 inhibitor -3.4 and NALP1 inh 3.
For Oc1ccc(N=Cc2ccc(-c3cccs3)s2)cc1 the results were IMP-1 inh -4.6, pCIP destab -5, PfM18AAP inh 11, GPR7 antagonist -10, IDE act 3, PHOSPHO1 block 5, IDE inh 3, VIM-2 inhibitor -2.8 and NALP1 inh -2.
For O=C(CCC(=O)Nc1cccc2ccccc12)N/N=C/c1ccco1 the results were IMP-1 inh -4.0, pCIP destab -4, PfM18AAP inh 3, GPR7 antagonist -1, IDE act -2, PHOSPHO1 block 5, IDE inh 7, VIM-2 inhibitor -1.4 and NALP1 inh 30.
`COc1ccc(-n2c(=O)c3c4c(sc3n3c(C)nnc23)CC(C)CC4)cc1` (centres undefined) gave IMP-1 inh -5.2, PfM18AAP inh 0, GPR7 antagonist -14 and VIM-2 inhibitor -4.2.
For CCNC(=O)O/N=C(\C)c1sc(-c2ccccc2)nc1C the results were IMP-1 inh -2.3, pCIP destab -9, PfM18AAP inh -6, GPR7 antagonist -1, IDE act -3, PHOSPHO1 block 14, IDE inh -3, VIM-2 inhibitor -0.3 and NALP1 inh 12.
Fc1ccc(C(c2nnnn2C2CCCC2)N2CCN(Cc3ccccc3)CC2)cc1 (centres undefined) was read as IMP-1 inh -2.6, pCIP destab -3, PfM18AAP inh -4, GPR7 antagonist 1, IDE act 6, PHOSPHO1 block 0, VIM-2 inhibitor -3.0 and NALP1 inh 6.
For CC(=O)c1ccccc1OC(=O)c1ccc([N+](=O)[O-])o1 the results were IMP-1 inh -3.5, pCIP destab 0, PfM18AAP inh -4, GPR7 antagonist -6, IDE act 9, PHOSPHO1 block 4, IDE inh 2, VIM-2 inhibitor -2.0 and NALP1 inh 2.
For Nc1nc(SCCN2C(=O)c3ccccc3C2=O)n[nH]1 the results were IMP-1 inh -0.6, pCIP destab 2, PfM18AAP inh -1, GPR7 antagonist 2, IDE act 2, PHOSPHO1 block 23, IDE inh 0, VIM-2 inhibitor -2.5 and NALP1 inh -2.
`COc1ccc(CNc2nc(C)cc(C)c2C#N)cc1` gave IMP-1 inh -3.9, pCIP destab -1, PfM18AAP inh 4, GPR7 antagonist -12, IDE act 2, PHOSPHO1 block 14, IDE inh 3, VIM-2 inhibitor -2.0 and NALP1 inh 15.
For Cc1ccc(NS(=O)(=O)c2ccc3[nH]c(=O)[nH]c3c2)cc1 the results were IMP-1 inh -1.0, pCIP destab -9, PfM18AAP inh -7, GPR7 antagonist -4, IDE act -2, PHOSPHO1 block 13, IDE inh 0, VIM-2 inhibitor -2.1 and NALP1 inh 0.
For Cc1cc(=O)n(C)c2ccccc12 the results were IMP-1 inh -2.1, pCIP destab 7, PfM18AAP inh 2, GPR7 antagonist -4, IDE act -1, PHOSPHO1 block 16, IDE inh 6, VIM-2 inhibitor -1.4 and NALP1 inh 3.
For COc1ccc(OCC(O)CN(C)C(=O)/C=C/c2cccc([N+](=O)[O-])c2)cc1 (centres undefined) the results were IMP-1 inh -3.2, pCIP destab -11, PfM18AAP inh 5, GPR7 antagonist -6, IDE act 5, PHOSPHO1 block 28, IDE inh -8, VIM-2 inhibitor -3.6 and NALP1 inh 3.
`COC(=O)c1ccccc1NC(=O)C1CCCC1` gave IMP-1 inh -0.7, pCIP destab -12, PfM18AAP inh -16, GPR7 antagonist 6, IDE act -3, PHOSPHO1 block -2, IDE inh 0, VIM-2 inhibitor 3.3 and NALP1 inh -15.
For COc1ccc(S(=O)(=O)Nc2cccnc2)c(C)c1C the results were IMP-1 inh 4.6*, pCIP destab -15, PfM18AAP inh -2, GPR7 antagonist 7, IDE act 1, PHOSPHO1 block 40, IDE inh -2, VIM-2 inhibitor -1.1 and NALP1 inh 4.
For COC(=O)C1=C(C)N(CCCC(=O)O)C(=O)NC1c1ccc(C(F)(F)F)cc1 (centres undefined) the results were IMP-1 inh -3.0, pCIP destab -7, PfM18AAP inh 0, GPR7 antagonist -9, IDE act 6, PHOSPHO1 block -36, IDE inh -1, VIM-2 inhibitor -1.5 and NALP1 inh -17.
`O=C1CC(c2ccccc2)CC(=O)N1c1ccccc1` gave IMP-1 inh -1.1, pCIP destab -14, PfM18AAP inh -6, GPR7 antagonist -21, IDE act 7, PHOSPHO1 block -6, IDE inh 3, VIM-2 inhibitor -1.5 and NALP1 inh 9.
`COC(=O)c1sc2ncccc2c1OCc1ccc(Cl)cc1Cl` gave IMP-1 inh 0.7, pCIP destab -6, PfM18AAP inh 4, GPR7 antagonist -4, IDE act 6, PHOSPHO1 block 21, IDE inh -1, VIM-2 inhibitor -0.5 and NALP1 inh 13.
O=C1c2ccccc2-c2cccc(C(=O)N3CCN(C(=O)c4ccccc4)CC3)c21 was read as IMP-1 inh -1.4, pCIP destab -1, PfM18AAP inh -2, GPR7 antagonist -14, IDE act 5, PHOSPHO1 block 60*, IDE inh 4, VIM-2 inhibitor -1.0 and NALP1 inh -3.
Screening CC1=NN(C(=O)Cc2ccc([N+](=O)[O-])cc2)C(O)(c2ccccc2)C1 (centres undefined) returned IMP-1 inh -3.6, pCIP destab 5, PfM18AAP inh 6, GPR7 antagonist -3, IDE act -4, PHOSPHO1 block -9, IDE inh 1, VIM-2 inhibitor -2.1 and NALP1 inh 3.
For CCOc1ccc(-n2c(=O)c3c4c(sc3n(CC(=O)NCC3CCCO3)c2=O)CCCC4)cc1 (centres undefined) the results were IMP-1 inh -3.3, pCIP destab 0, PfM18AAP inh -3, GPR7 antagonist -2, IDE act 0, PHOSPHO1 block 36, IDE inh 1, VIM-2 inhibitor -0.9 and NALP1 inh 5.
`O=C(CCCCCC(=O)N(CCO)CCO)N(CCO)CCO` gave IMP-1 inh -2.1, pCIP destab -12, PfM18AAP inh 3, GPR7 antagonist 0, IDE act 4, PHOSPHO1 block 16, IDE inh 6, VIM-2 inhibitor -3.1 and NALP1 inh 8.
Screening COc1ccc(N2C(=O)N(Cc3cccc(F)c3)c3ccccc3S2(=O)=O)cc1 returned IMP-1 inh -4.2, pCIP destab -2, PfM18AAP inh 4, GPR7 antagonist -2, PHOSPHO1 block 32, VIM-2 inhibitor -6.2 and NALP1 inh -14.
For COc1cc(C(C)=O)ccc1OCC(O)CN1CCN(c2ccccn2)CC1 (centres undefined) the results were IMP-1 inh -1.8, pCIP destab -12, PfM18AAP inh -13, GPR7 antagonist -13, IDE act 5, PHOSPHO1 block 30, IDE inh -3, VIM-2 inhibitor 0.4 and NALP1 inh 6.
O=c1c[n+]([O-])c2ccccc2n1OCc1ccccn1 was read as IMP-1 inh -3.1, pCIP destab -23, PfM18AAP inh 4, GPR7 antagonist -6, IDE act 0, PHOSPHO1 block -6, IDE inh 2, VIM-2 inhibitor -0.7 and NALP1 inh 5.
`CC(C)CN(C(=O)COC(=O)c1c(Cl)ccc(Cl)c1Cl)C1CCS(=O)(=O)C1` (centres undefined) gave IMP-1 inh 0.8, pCIP destab 1, PfM18AAP inh -11, GPR7 antagonist 17, IDE act -1, PHOSPHO1 block -4, IDE inh -1, VIM-2 inhibitor 2.0 and NALP1 inh -6.
`OCC1(CCc2ccccc2)CCN(Cc2ccccc2Cl)CC1` gave IMP-1 inh -2.2, pCIP destab 14, PfM18AAP inh 3, GPR7 antagonist -9, IDE act -5, PHOSPHO1 block 27, IDE inh 0, VIM-2 inhibitor -0.8 and NALP1 inh 5.

Grouped by structure, the compounds so far with a furan ring, fused or not (two)
For O=C(CCC(=O)Nc1cccc2ccccc12)N/N=C/c1ccco1 the results were IMP-1 inh -4.0, pCIP destab -4, PfM18AAP inh 3, GPR7 antagonist -1, IDE act -2, PHOSPHO1 block 5, IDE inh 7, VIM-2 inhibitor -1.4 and NALP1 inh 30.
For CC(=O)c1ccccc1OC(=O)c1ccc([N+](=O)[O-])o1 the results were IMP-1 inh -3.5, pCIP destab 0, PfM18AAP inh -4, GPR7 antagonist -6, IDE act 9, PHOSPHO1 block 4, IDE inh 2, VIM-2 inhibitor -2.0 and NALP1 inh 2.

(listing goes on)
For CCCCC1(c2ccc(F)cc2)NC(=O)N(CC(=O)N2CCN(C(=O)c3ccco3)CC2)C1=O (centres undefined) the results were IMP-1 inh -3.1, pCIP destab 5, PfM18AAP inh 7, GPR7 antagonist -5, IDE act 2, PHOSPHO1 block 36, IDE inh 9, VIM-2 inhibitor -0.7 and NALP1 inh 13.
O=[N+]([O-])c1ccc2n[nH]nc2c1 was read as IMP-1 inh -2.8, pCIP destab -8, PfM18AAP inh 6, GPR7 antagonist -12, IDE act 1, PHOSPHO1 block 13, IDE inh -2, VIM-2 inhibitor -1.2 and NALP1 inh 1.
`COc1ccc(NC(=O)c2ccc3c(c2)C(=O)N(Cc2cccnc2)C3=O)cc1` gave IMP-1 inh -1.7, pCIP destab 4, PfM18AAP inh -1, GPR7 antagonist -9, IDE act 5, PHOSPHO1 block -14, IDE inh 0, VIM-2 inhibitor -0.8 and NALP1 inh 14.
Cc1ccc(NC(=O)C2=CCN(S(=O)(=O)c3ccc(F)cc3)CC2)cc1 was read as IMP-1 inh -1.6, pCIP destab -10, PfM18AAP inh 1, GPR7 antagonist -6, IDE act -2, PHOSPHO1 block -9, IDE inh -3, VIM-2 inhibitor -0.1 and NALP1 inh 22.
